RXFP1 antag = RXFP1 (human) relaxin receptor antagonism; Q9HBX9; HEK293-RXFP1, relaxin-stimulated cAMP HTRF, 30 min; stronger effect = lower value; activity change, negative = inhibition, % at 57.5 µM; 350,000 tested, 0.59% active; AID 1259400;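 active = activity change of -60% or lower, but not beyond a set lower limit; inconclusive = change between -60% and -40%, or beyond the set limit; inactive = change above -40%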
Target sequence (Q9HBX9 whole entry, looked up): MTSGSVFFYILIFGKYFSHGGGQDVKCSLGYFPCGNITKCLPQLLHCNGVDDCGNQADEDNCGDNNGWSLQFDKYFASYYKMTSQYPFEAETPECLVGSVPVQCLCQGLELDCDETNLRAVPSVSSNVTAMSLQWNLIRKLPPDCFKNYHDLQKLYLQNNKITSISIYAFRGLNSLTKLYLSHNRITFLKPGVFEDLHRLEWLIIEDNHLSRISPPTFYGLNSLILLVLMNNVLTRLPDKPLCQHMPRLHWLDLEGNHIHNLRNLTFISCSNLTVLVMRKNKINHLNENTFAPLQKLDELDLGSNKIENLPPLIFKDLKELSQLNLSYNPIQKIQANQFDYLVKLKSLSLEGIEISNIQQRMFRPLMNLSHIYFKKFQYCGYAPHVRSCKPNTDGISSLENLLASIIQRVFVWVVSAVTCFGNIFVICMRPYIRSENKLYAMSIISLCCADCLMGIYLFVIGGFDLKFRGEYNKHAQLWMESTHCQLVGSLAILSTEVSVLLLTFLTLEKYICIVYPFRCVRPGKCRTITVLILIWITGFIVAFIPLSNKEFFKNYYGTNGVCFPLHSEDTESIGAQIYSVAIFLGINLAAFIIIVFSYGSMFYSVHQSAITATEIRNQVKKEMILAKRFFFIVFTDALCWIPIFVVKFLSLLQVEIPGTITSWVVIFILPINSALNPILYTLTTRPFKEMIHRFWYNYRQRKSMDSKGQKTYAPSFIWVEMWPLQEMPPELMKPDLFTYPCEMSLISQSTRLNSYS
The depositor's hits bear a star; ? = inconclusive. % is set by controls: 0 for no effect and ±100 for the full control effect. Not all compounds are listed; count on the stated rates, not on these rows.

Compound,RXFP1 antag
CC1CCCC(C)N1C(=O)COC(=O)c1cncc(Br)c1 (stereo not drawn),-9
CN(CC12CC3CC(CC(C3)C1)C2)C(=O)c1ccco1,-6
C[C@@H]1CN([C@@H](C)CO)S(=O)(=O)c2ccc(Br)cc2O[C@H]1CN(C)C(=O)Cc1cccnc1,8
CCCCN(C(=O)c1cc(S(=O)(=O)N2CCCCC2)ccc1Cl)c1c(N)n(CC(C)C)c(=O)[nH]c1=O,3
COC(=O)N(C)C[C@@H]1OCc2cnnn2CCCC(=O)N([C@@H](C)CO)C[C@@H]1C,1
NC(=N\N=Cc1ccccc1)/C(N)=N/N=Cc1ccccc1,-9
Cc1cccc(NC(=O)c2cccc(NC(=O)c3ccco3)c2)c1C,9
CC(C)c1cc2c(cc1S(=O)(=O)O)[C@@]1(C)CCC[C@@](C)(C(=O)O)[C@@H]1CC2,36
CCOC(=O)c1[nH]c(=S)[nH]c1C,-1
CCC1CCCCN1C(=O)CSc1n[nH]c(N)n1 (stereo not drawn),-2
Cc1noc(NS(=O)(=O)c2ccc(NS(=O)(=O)c3ccc(C(C)(C)C)cc3)cc2)c1C,0
Cc1ccc(S(=O)(=O)n2cc(CO)c3ccccc32)cc1,0
Cc1ccccc1-n1nc2c(c1NC(=O)C1CC1)CS(=O)(=O)C2,-1
CC(=O)C1(C)C(=O)N(c2ccc(F)cc2)C(=O)N1c1ccc(F)cc1 (stereo not drawn),2
CC(=O)Nc1ccc2c(c1)-c1ccc(F)cc1C2,-5
Cc1ccc(NC(=O)CNc2cc(S(=O)(=O)N3CCOCC3)ccc2N2CCOCC2)cc1S(=O)(=O)N(C)C,-17
Cc1cnc(C(=O)OCC(=O)Nc2cc(Cl)ccc2C#N)cn1,-11
O=C(O)C1C2OC(C(Br)C2Br)C1C(=O)O (stereo not drawn),-2
Cc1ccc([C@H]2N[C@]3(CCCN(Cc4ccc(Cl)cc4)C3=O)[C@H]3C(=O)N(C)C(=O)[C@@H]23)cc1,3
CC1CCCCC1=NNC(=O)c1ccccc1 (stereo not drawn),9
CN1CCCC1=Nc1ccccc1,4
C/C(=C\C(=O)c1ccc(Cl)cc1)Nc1ccc(Br)cc1,2
COc1ccc(CNC(=O)O[C@H]2Cn3c(=O)ccc(=O)n3[C@@H]3CN(S(=O)(=O)c4ccc(C)cc4)C[C@]23O)cc1OC,9
COc1cccc(CN(C)CC(=O)Nc2cccc(S(=O)(=O)N(C)c3ccccc3)c2)c1OC,-8
Cc1c(Cl)cccc1NC(=S)NCc1ccc(Cl)cc1,-11
Cn1c(N2CCC(C(N)=O)CC2)nc2c1c(=O)n(Cc1ccc(Br)cc1)c(=O)n2C,3
C[C@@H]1CN([C@H](C)CO)C(=O)c2c(c3ccccc3n2C)-c2ccccc2CO[C@H]1CN(C)Cc1ccc2c(c1)OCCN2C,4
CC1(CNC(=O)C(=O)NCC2(C)CO2)CO1 (stereo not drawn),-7
Cc1ccc([C@H]2C[C@@H](O)[C@H](n3cc(-c4ccc(F)cc4)nn3)CN2Cc2cccs2)cc1,-2
CC1(C)O[C@@H]2C[C@H]3[C@@H]4CCC5=CC(=O)C=C[C@]5(C)[C@@H]4[C@@H](O)C[C@]3(C)[C@]2(C(=O)CO)O1,-4
COc1ccc(C(=O)Nc2ccc(S(=O)(=O)N3CCc4ccccc43)cc2)cc1,1
CCN(C(=O)COC(=O)CNS(=O)(=O)c1ccc(C)cc1)C1CCS(=O)(=O)C1 (stereo not drawn),6
CCCCCCN1C[C@@H](O)[C@H](n2cc(C3CC3)nn2)C[C@@H]1c1ccc(Cl)cc1,-10
CC(C)[C@H](NC(=O)c1ccccc1Cl)C(=O)OCC(=O)NC(=O)NCc1ccco1,5
COc1ccc([C@H]2C[C@H](n3cc(COC(=O)c4ccccc4)nn3)[C@@H](O)CN2Cc2cccs2)cc1,5
COc1ccc(NC(=O)C[C@H]2C(=O)N(c3ccc(Br)cc3)C[C@@H]2CSC)cc1,-6
Cc1ccc(NC(=S)N2CCN(Cc3ccc4c(c3)OCO4)CC2)c(C)c1,3
COc1ccc(-c2csc(C(C#N)=C(O)CSc3nccn3C)n2)cc1OC,4
S=c1[nH]nc(SCc2ccccc2)c2[nH]cnc12,59
CCOC(=O)c1cccnc1,9
O=C(Nc1cc(S(=O)(=O)N2CCOCC2)ccc1N1CCOCC1)c1ccccc1Cl,-14
COc1ccc(Cl)cc1NS(=O)(=O)c1cccc(C(=O)NCCCN2CCOCC2)c1,0
CCN(CC(=O)Nc1c(F)cccc1F)C(=O)CCCSc1nc2ccccc2[nH]1,-4
Cc1cccc(NC(=O)c2ccc(S(=O)(=O)N3CCCCC3C)cc2)n1 (stereo not drawn),-19
Cc1cc(C)nc(NS(=O)(=O)c2ccc(NS(=O)(=O)c3ccc(F)c(F)c3)cc2)n1,-8
N#Cc1ccccc1OCC(=O)NC1CCCCC1,-4
CCCc1c(C(=O)N/N=C(\C)c2cccnc2)nnn1-c1nonc1N,-6
O=C(COC(=O)c1cccnc1Cl)NC1CCCCC1,-2
CSc1cc(SC)ncn1,1
COc1ccc(NC(=O)c2cc3ccccc3oc2=O)cc1,2

The listing continues:
mol | RXFP1 antag
NS(=O)(=O)c1cccc(NC(=O)CSc2nnc(-c3ccccc3)o2)c1 | -2
Cc1ccc(OCC(=O)N2CC(C)CC(C)C2)c([N+](=O)[O-])n1 (stereo not drawn) | 0
Cc1ccc(NC(=O)CNNC(=O)c2cccc([N+](=O)[O-])c2)cc1[N+](=O)[O-] | -17
COc1ccc(S(=O)(=O)N2CCN(c3ncccn3)CC2)cc1 | -2
Cc1csc(=O)n1CCC(=O)OCC(=O)N(C)c1c(N)n(Cc2ccccc2)c(=O)[nH]c1=O | 3
CC(C)O/C(=N/S(=O)(=O)c1ccc(Cl)cc1)c1ccccc1 | -7
Cc1cc(C)c(C)c(S(=O)(=O)N[C@@H](C)C(=O)OCC(=O)NC2CCCC(C)C2C)c1C (stereo partly drawn) | 1
Cc1nnc(NC(=O)CCC(=O)N2CCN(S(=O)(=O)c3cc([N+](=O)[O-])ccc3C)CC2)s1 | -5
C[C@@H]1CN([C@H](C)CO)C(=O)CCCn2nncc2CO[C@H]1CN(C)S(=O)(=O)c1ccc(F)cc1 | 20
O=C(CCN1C(=O)S/C(=C\c2ccccc2)C1=O)N1CCOCC1 | -5
O=S1(=O)N[C@@H](Cc2ccccc2)COc2ccc(Cl)cc21 | 0
CC(=O)N/N=C/c1ccc([N+](=O)[O-])o1 | 3
CC(C)(C)c1cccc(Oc2nn[nH]n2)c1 | 0
COCCN(Cc1nnc(-c2cccs2)o1)C(=O)CN1C(=O)NC2(CCCCC2)C1=O | 18
CCOC(=O)c1c(C)[nH]c(C(=O)OCC(=O)NCc2ccccc2)c1C | -5
Clc1ccc(CNCC2CCCO2)c(Cl)c1 (stereo not drawn) | 7
CSc1cc(C)nc(NC(C)=O)n1 | -21
CC(=O)c1cccc(NC(=O)COC(=O)CCC(=O)c2ccc(F)cc2)c1 | -12
COc1ccc(Cl)c2sc(N(CCN(C)C)C(=O)C3=COCCO3)nc12 | 7
CCn1cc(C(=O)Nc2ccccc2C(=O)OC)cn1 | -7
COCCN(C(=O)Cc1ccc(S(=O)(=O)N2CCOCC2)s1)c1c(N)n(CC(C)C)c(=O)[nH]c1=O | -10
Cc1ccc(/C=N/n2c(-c3ccccc3)csc2=S)cc1 | ?
COc1ccc(Br)cc1CNC(=O)C1CCCN(S(=O)(=O)N2CCC(C)CC2)C1 (stereo not drawn) | -4
CCN(CC(=O)Nc1c(F)cccc1F)C(=O)c1ccc2c(c1)C(=O)N(c1ccccc1C)C2=O | -3
Clc1cc(Cl)cc(Nc2ccccc2CN(C/C=C/c2ccc3c(c2)OCO3)Cc2ccccc2)c1 | 3
O=S1(=O)CCN(CCc2ccccc2)CC1 | 1
COc1ccc(S(=O)(=O)N2CCC(NC(=O)Nc3ccc(C)cc3)CC2)cc1 | -1
O=C(Nc1cc(S(=O)(=O)N2CCOCC2)ccc1Cl)c1cc([N+](=O)[O-])ccc1Cl | -13
OCC1OC(Nc2ccccc2C=NO)C(O)C1O (stereo not drawn) | -7
CCOC(=O)C1=C(C)N=c2s/c(=C\c3ccc(C(=O)O)cc3)c(=O)n2C1c1ccc(OC)cc1OC (stereo not drawn) | 0
C=CCSc1nc(C)cc(/C=C\c2ccccc2)c1C#N | -9
Cn1ncc(=S)[nH]c1=S | -12
CCN(c1ccccc1)S(=O)(=O)c1ccc(OCC(F)(F)F)c(NC(=O)c2ccc(=O)[nH]c2)c1 | -3
CCOc1ncccc1C(=O)Nc1cccc(S(=O)(=O)N2CCOCC2)c1 | 3
CSc1ncccc1C(=O)OCC(=O)N1CCN(C(=O)c2ccco2)CC1 | 5
COc1ccc(S(=O)(=O)N2CCCCC2)cc1NC(=O)Cc1ccc(Br)cc1 | 0
CC(CN1CCN(CC(C)C(=O)c2ccccc2)CC1)C(=O)c1ccccc1 (stereo not drawn) | -12
Nc1nc(-c2ccccc2)c(CCCOc2ccc([N+](=O)[O-])cc2)c(=O)[nH]1 | -2
CCC[C@H]1CN(Cc2ccccc2)C(=O)[C@@H]1CC(=O)NC | 7
CC(C)(C)NC(=O)[C@@H]1CN(Cc2cccnc2)CCN1C[C@@H](O)C[C@@H](Cc1ccccc1)C(=O)N[C@H]1c2ccccc2C[C@H]1O | 18
CCOc1ccc(NC(=O)CSc2nc3cc(C(=O)NCC4CCCO4)ccc3c(=O)n2CC2CCCO2)cc1 (stereo not drawn) | 6
CN(c1ccccc1)S(=O)(=O)c1cccc(NC(=O)C2=NN(c3ccccc3)C(=O)CC2)c1 | 7
CN(C)c1ccc(/C=C/CNC[C@H]2O[C@@H](n3ccc(N)nc3=O)[C@H](O)[C@@H]2O)cc1 | 1
Cc1ccccc1C(=O)N1CCC(C(=O)Nc2ccc(S(=O)(=O)N3C(C)CCCC3C)cc2)CC1 (stereo not drawn) | 2
Cc1ccc(C)c(OCc2cc(C(=O)NC(c3ccccn3)C(F)(F)F)no2)c1 (stereo not drawn) | -8
CCn1c(C)nc2cc(C(=O)NN=C(C)c3ccc(C#N)cc3)ccc21 | -16
COc1ccc(S(=O)(=O)Nc2cccc(S(=O)(=O)N(C)C)c2)cc1[N+](=O)[O-] | 2
Cc1c(N2C(=O)CS/C2=N\N=C\c2ccc(Br)cc2)c(=O)n(-c2ccccc2)n1C | -15
Cc1ccc(CNC(=O)c2ccc(C)s2)cc1 | -3
CC(C)C[C@H](NC(=O)[C@H](Cc1ccccc1)NC(=O)c1cnccn1)B(O)O | 9
COc1ccc(C)cc1S(=O)(=O)NNc1nc(C)cc(C)n1 | 7
CCC/C=C/c1ccc(CN2C(CC(C)C)C(=O)N(Cc3cn(CCC4OCCO4)nn3)CCS2(=O)=O)cc1 (stereo not drawn) | -10
C/C(CCc1ccc2c(c1)OCO2)=N\N=C1\NC(=O)CC(C(=O)Nc2ccc(C(=O)O)cc2)S1 (stereo not drawn) | -16
COc1ccc(/C=C/C(=O)NCc2ccc3c(c2)OCO3)cc1OC | 0
CC1CCCC(NC(=O)COC(=O)c2ccc3c(c2)OCCO3)C1C (stereo not drawn) | -1
COc1ccc(S(=O)(=O)Nc2ccc3c(c2)[C@H]2C[C@H](CC(=O)NCC4CC4)O[C@@H](CO)[C@H]2O3)cc1 | 13
COc1ccc(C(=O)CCc2ccc(OC)c(OC)c2)cc1 | -22
COc1ccc(NC(=O)c2nc3nccc(C)n3n2)cc1S(=O)(=O)N1CCOCC1 | 4
CC(C)(CCc1ccccn1)C(=O)C(CCc1ccccn1)CCc1ccccn1 | -5
Cc1nn(CC(=O)Nc2ccc3c(c2)OCCO3)c(C)c1[N+](=O)[O-] | -10

(continued)
mol | RXFP1 antag
COc1ccc(NC(=O)c2ccc(NC(=O)CN3CCN(c4ccc(O)cc4)CC3)cc2)cc1 | -5
CCCCn1c(SCC(=O)Nc2nccs2)nc2ccccc2c1=O | -9
CCOc1ccccc1NC1=C(OC)C(=O)C(Nc2ccccc2OCC)=C(OC)C1=O | -4
Cc1c(NC(=O)c2ccc(NS(=O)(=O)c3ccc(F)c(F)c3)cc2)c(=O)n(-c2ccccc2)n1C | 8
C[C@@H]1CN([C@@H](C)CO)C(=O)CCCn2nncc2CO[C@@H]1CN(C)S(=O)(=O)c1ccc2ccccc2c1 | -26
COc1ccc(C(CNC(=O)c2cccc(S(=O)(=O)N3CCc4ccccc43)c2)N(C)C)cc1 (stereo not drawn) | -14
Cc1cccc(N2CCN(C(=O)COc3noc4nc(C)cc(C)c34)CC2C)c1 (stereo not drawn) | 6
Nc1c(N(CCC2=CCCCC2)C(=O)COc2ccc(F)cc2Cl)c(=O)[nH]c(=O)n1Cc1ccccc1 | -12

3 entries from above, with values ahead of the structure.
| RXFP1 antag | SMILES |
| --- | --- |
| -4 | CCOc1ccccc1NC1=C(OC)C(=O)C(Nc2ccccc2OCC)=C(OC)C1=O |
| 8 | Cc1c(NC(=O)c2ccc(NS(=O)(=O)c3ccc(F)c(F)c3)cc2)c(=O)n(-c2ccccc2)n1C |
| -26 | C[C@@H]1CN([C@@H](C)CO)C(=O)CCCn2nncc2CO[C@@H]1CN(C)S(=O)(=O)c1ccc2ccccc2c1 |

Seven records picked at random from those above, as already listed:
mol | RXFP1 antag
C/C(=C\C(=O)c1ccc(Cl)cc1)Nc1ccc(Br)cc1 | 2
CC(C)C[C@H](NC(=O)[C@H](Cc1ccccc1)NC(=O)c1cnccn1)B(O)O | 9
CC(C)O/C(=N/S(=O)(=O)c1ccc(Cl)cc1)c1ccccc1 | -7
CSc1cc(C)nc(NC(C)=O)n1 | -21
CC(=O)Nc1ccc2c(c1)-c1ccc(F)cc1C2 | -5
O=S1(=O)N[C@@H](Cc2ccccc2)COc2ccc(Cl)cc21 | 0
CC(C)c1cc2c(cc1S(=O)(=O)O)[C@@]1(C)CCC[C@@](C)(C(=O)O)[C@@H]1CC2 | 36
